# Screens: PubChem BioAssay, NCI
# NCI-60 one-dose screen, 48 h, at 10 µM unless noted. Numbers give growth in % (100 = growth as untreated, 0 = no growth, -100 = all killed).
# HL-60(TB) – HL-60(TB) leukemia cells | 9% of 78,000 active; active = growth percent below 10
# * hit, by the source's call; & = joins results of further samples. Only part of the results is shown; the hit share may differ from the screen's.
SMILES,HL-60(TB)
COc1ccc(NC(=O)c2nc(-c3cc(OC)c(OC)c(OC)c3)n(-c3cccc4ccccc34)n2)cc1OC,10.0
CCOC(=O)c1nn(C2CCCCO2)c2ccc(NC(=O)CN3CCOCC3)cc12 (stereo not drawn),97.0
CC(C)(C)c1cc(/C=N/Nc2cc(Cl)ncn2)c(O)c(C(C)(C)C)c1,62.9
Cn1cc(-c2nc(N)nnc2-c2c[nH]c3ccccc23)c2cccnc21,39.8
Cc1ccc(Cl)cc1Nc1nc(C(F)(F)F)ccc1C(=O)N/N=C/c1c(Cl)cccc1Cl,17.3
COc1cc(C2CC(=O)Nc3c(-c4ccc(Cl)cc4)nsc32)cc2c1OCO2 (stereo not drawn),88.3
N#Cc1ccc(/C=N/NC(=O)c2[nH]c3ccc(Br)cc3c2-c2ccccc2)o1,-25.1*
Oc1ccc(/C=C2\CCCCc3cc4ccc(O)cc4[o+]c32)c(O)c1,98.9
COc1cc(C(=O)OCCCN2CCCN(CCCOC(=O)c3cc(OC)c(OC)c(OC)c3)CC2)cc(OC)c1OC,60.8
O=C(O)c1ccc(-n2cc(/C=N/Nc3ccc(Br)cc3)c(-c3ccccc3)n2)cc1,73.3
Clc1cc(Cl)nc(Cl)n1,100.5
COC(=O)/C(=C/c1ccc(/C=C(\NC(=O)c2ccccc2)C(=O)OC)cc1)NC(=O)c1ccccc1,95.4
CO[C@]1(CO)O[C@H](n2cc(C)c(=O)[nH]c2=O)C[C@@H]1O,91.8
C[N+](C)(C)Cc1c[nH]c2ccccc12,94.6
COc1nc2c(c(=O)[nH]1)C1(C(=O)N(C)c3ccccc31)c1c(nc(OC)[nH]c1=O)N2,91.6
CCOC(=O)C1=CC(=O)N2C(=NC(=O)C2CC(C)C)S1 (stereo not drawn),113.5
COc1cc(/C=C2\Cc3cc4c(cc3C2=O)OCO4)cc(OC)c1,112.2
CCCCCC1(CCSC(=N)N)C(=O)NC(=O)NC1=O,107.8
COc1ccc(-c2nc(SCC(C)C)nc(NNC(N)=S)c2C#N)cc1,80.9
Cc1nn(-c2ccc(Br)cc2)c2nc3[nH]c(=O)[nH]c(=O)c3nc12,119.8
CN(CCC#N)c1ccc(/C=C2\NC(=O)NC2=O)cc1,92.2
Cc1nn(C)c2ncnc(Nc3ccccc3Br)c12,94.3
O=C(COc1ccc(-c2nc3cc(Cl)c(Cl)cc3[nH]2)cc1)N=Nc1c(O)[nH]c2ccc(Cl)cc12,55.5
COc1cc2c(=O)n(C3CCN(C)CC3)c3c4cc[nH]c4ncc3c2cc1OC,71.4
O=C1c2ccccc2C(=O)N1CCBr,144.1
N#C/C(=C/c1cc(Cl)cc(Cl)c1O)C(N)=O,107.9
O=C(Nc1ccc(N=Cc2c(O)[nH]c3ccccc23)cc1)Nc1nccs1,42.0
COC(=O)C1=C(Nc2ccc(F)c(Cl)c2)C(=O)OC12C(=O)Nc1ccccc12 (stereo not drawn),87.0
CN1CCN(Cc2ccc(NC(=O)c3cncc(C#Cc4c(N)ncc5ccccc45)c3)cc2C(F)(F)F)CC1,-53.2*
CCOc1ccc(-n2nnc3cnc(Nc4cnn(CC)c4)nc32)cc1,75.4
O=C(NNC(=O)c1cccc2ccccc12)c1ccc(Cl)c(Cl)c1,89.3&99.0
COC1=C[C@@]23CCC(=O)N2CCc2cc4c(cc2[C@H]3[C@H]1OC(=O)[C@H](C)O)OCO4,102.1
COc1ccc(/C=C/c2nc(N3CCOCC3)c3cc(Cl)c(Cl)cc3n2)cc1OC,99.5
N#Cc1c(-c2ccc(Cl)cc2)nc(SC(=O)c2ccccc2)[nH]c1=O,108.7
Clc1ccc2c(OCCCn3ccnc3)c3oc4ccc(Cl)cc4c3nc2c1,56.1
CC(C)(CC(=O)O)CC(=O)O,103.2
Cn1ccc(Nc2nccc(Oc3ccc(C(=O)Nc4cccc(F)c4)c(Cl)c3)n2)c1,95.4
Cc1ccc(/C=N/Nc2ccc([N+](=O)[O-])cn2)cc1,95.4
CC(=O)N1C(=S)NC(C)=C(C(=O)OC(C)C)C1c1ccc2c(c1)OCO2 (stereo not drawn),99.3
O=C(NCCCl)c1cccc(Cl)c1,89.3
CCOC(=O)c1ccc2n1CCc1cnc(NC3CCCC3)nc1-2,101.0
Nc1nc(Nc2ccc(Cl)cc2)c2cc[nH]c(=O)c2n1,116.8
COc1ccc(N=Nc2c(N)nn3c(-c4ccc(F)cc4)c(-c4nc5ccccc5s4)c(N)nc23)cc1,106.9
O=C1NC(=S)NC(=O)C1=Cc1cn(Cc2cn(Cc3ccc(Cl)cc3Cl)nn2)c2ccccc12,110.6
O=C(c1ccccc1)c1ccc(Sc2ccccc2)cc1,87.4
Nc1nc(-c2no[n+]([O-])c2-c2csc(N)n2)cs1,110.2
COc1ccc2nc(NC(=O)c3cc(-c4cc(OC)c(OC)c(OC)c4)n4nc(-c5ccccc5)cc4n3)sc2c1,105.4
O=[N+]([O-])c1ccc(-c2nnc(SCc3ccc(O)c4ncccc34)n2-c2ccccc2)cc1,32.5
CS(=O)(=O)c1ccc(C(=O)N/N=C/c2ccc(Cl)cc2Cl)cc1,91.7
CC(C)c1sc(NC(=O)c2cc(NC(=O)c3cc(NC(=O)c4cscn4)cn3C)cn2C)nc1C(=O)NCCCN(C)C,-22.6*
COc1cc(OC)cc(-c2ccc(-c3ccc(C(=N)N)cn3)s2)c1,-25.4*
O=C([O][Hg][c]1ccccc1)c1ccccc1,-53.5*
N#C/C(=C1/C(=O)Nc2ccccc21)c1nnc(NC(=O)c2ccc(-n3c(=O)[nH]c4ccccc4c3=O)cc2)s1,7.2*
CCCS(=O)(=O)Oc1ccc(-c2cn3ccsc3n2)cc1,92.6
Cc1ccccc1C(=O)OC(C)(C)C,99.2
O=C(Nc1cccc(C(F)(F)F)c1)C(Cl)Cl,94.1
O=C1C=CC(=Nc2cc(Br)c(O)c(Br)c2)C(Br)=C1,87.3
CN1CCC2(CC1)Oc1ccc(Cl)cc1C1CC(c3ccc(F)cc3)=NN12 (stereo not drawn),93.6
Cn1ncc2ncc(-c3ccc4ncnc(N5CCc6cc(F)c(Cl)cc65)c4c3)cc21,78.0
CC1(C)C(=O)OCC2=C1CCCC2,111.7

# Part of the list above in another layout:
SMILES | HL-60(TB)
CS(=O)(=O)c1ccc(C(=O)N/N=C/c2ccc(Cl)cc2Cl)cc1 | 91.7
CC(C)c1sc(NC(=O)c2cc(NC(=O)c3cc(NC(=O)c4cscn4)cn3C)cn2C)nc1C(=O)NCCCN(C)C | -22.6*
COc1cc(OC)cc(-c2ccc(-c3ccc(C(=N)N)cn3)s2)c1 | -25.4*
O=C([O][Hg][c]1ccccc1)c1ccccc1 | -53.5*
N#C/C(=C1/C(=O)Nc2ccccc21)c1nnc(NC(=O)c2ccc(-n3c(=O)[nH]c4ccccc4c3=O)cc2)s1 | 7.2*
CCCS(=O)(=O)Oc1ccc(-c2cn3ccsc3n2)cc1 | 92.6
Cc1ccccc1C(=O)OC(C)(C)C | 99.2

# The list continues:
SMILES,HL-60(TB)
COCC(C)OC(=O)c1ccccc1 (stereo not drawn),108.7
CN(C)c1ccc(/C=C/c2cc[n+](C)c(/C=C/c3ccc(N(C)C)cc3)c2)cc1,-56.3*
O=C(c1ccc(-c2ccccc2)cc1)c1ccc(-c2ccccc2)cc1,92.4
CCN(c1ccccc1)S(=O)(=O)c1cc(N)ccc1C,93.2
CC(C)CCC[C@@H](C)[C@H]1CC[C@H]2[C@@H]3CC=C4C[C@@H](C(C(=O)O)C(=O)O)CC[C@]4(C)[C@H]3CC[C@]12C,-44.4*
COc1ccc(-n2nnc3c(N)c(C#N)c(N)nc32)cc1,91.7
Clc1ccc(C(Cl)(Cl)Cl)c(Cl)c1,105.5
C[C@H]1[C@H](C)CC[C@]2(CO)CC[C@]3(C)C(=CC[C@@H]4[C@@]5(C)CCCN(C(=O)OC(C)(C)C)C(C)(C)[C@@H]5CC[C@]43C)[C@H]12,64.4
N#Cc1cccc(C2C3=C(COC3=O)N(CCO)c3cc4c(cc32)CCC4)c1 (stereo not drawn),-27.2*
CC1[C@H]2[C@H](C[C@H]3[C@@H]4CC=C5c6sc(Nc7ccc(Cl)cn7)nc6CC[C@]5(C)[C@H]4CC[C@@]32C)O[C@]12CC[C@@H](C)CO2 (stereo partly drawn),68.1
CCOC(=O)/C=c1\sc2n(c1=O)C1C(NN=2)N(CC)C(=O)N1c1ccccc1 (stereo not drawn),101.3
N=c1c(C(N)=O)cnc2n1CCCCC2,129.2

# Sorted by length of the SMILES (highest first): part of the list above
SMILES,HL-60(TB)
CC1[C@H]2[C@H](C[C@H]3[C@@H]4CC=C5c6sc(Nc7ccc(Cl)cn7)nc6CC[C@]5(C)[C@H]4CC[C@@]32C)O[C@]12CC[C@@H](C)CO2 (stereo partly drawn),68.1
CN(C)c1ccc(/C=C/c2cc[n+](C)c(/C=C/c3ccc(N(C)C)cc3)c2)cc1,-56.3*
CCOC(=O)/C=c1\sc2n(c1=O)C1C(NN=2)N(CC)C(=O)N1c1ccccc1 (stereo not drawn),101.3
COc1ccc(-n2nnc3c(N)c(C#N)c(N)nc32)cc1,91.7
Clc1ccc(C(Cl)(Cl)Cl)c(Cl)c1,105.5
N=c1c(C(N)=O)cnc2n1CCCCC2,129.2

# (next part)
SMILES,HL-60(TB)
CCCCCCCCCC(=S)N1CCN(c2ccccc2)CC1,99.7
CNC(=O)c1cc(Oc2ccc(NC(=O)Nc3ccc(Cl)c(OC(F)(F)F)c3)c(F)c2)ccn1,28.9
O=S1(=O)CC(O)C(Cl)C1 (stereo not drawn),94.2
COc1ccc(/C=C2\SC(=O)N(CC(=O)Nc3ccc(C(=O)/C=C/c4cc5ccccc5nc4Cl)cc3)C2=O)cc1,97.9
CN(C)c1ccc(NC(=O)c2ccc(/C=C/C(=O)c3ncc[nH]3)cc2)cc1,17.5
COc1ccc(C(=O)N/N=C2\c3ccccc3-c3cccc(C(=O)O)c32)cc1,105.6
CC[C@]12C=CCN3CC[C@@]4(c5ccc(OC)cc5N(C)[C@H]4[C@@](O)(C(=O)OC)[C@@H]1OC(=O)CCCN[C@H](Cc1cc4ccccc4[nH]1)C(=O)OC)[C@@H]32,102.3
O=C1C(Cl)C(c2ccc(O)cc2)N1n1cnnc1 (stereo not drawn),92.3
COc1cc(/C=C/c2ccccc2)ccc1O,120.3
CCOC(=O)C1=C(C)N=C2SC=C(c3ccc(F)cc3)N2[C@H]1c1cn[nH]c1-c1ccccc1,102.9
COc1ccc(-c2nc(SCCCCCC(=O)NO)[nH]c(=O)c2C#N)cc1OC,103.4
CCN(CC)CCOC(=O)C(c1ccccc1)C1(O)CCCC(C)C1 (stereo not drawn),50.0
O=S(=O)(c1ccccc1)N1CCNc2ccccc21,94.9
O=[N+]([O-])c1cccc(N2COc3c(ccc4ccccc34)C2)c1,97.7
COc1cc2c(O)n(CCCn3ccnc3)c3c4cnc5cccc(c(=O)c3c2cc1OC)c54,6.7*
COC(=O)c1ccc2c(c1)C(=O)c1c-2n(CCCN)c(=O)c2cc([N+](=O)[O-])ccc12,-85.9*
COc1ccc(-c2ccn(CC(=O)N3CCOCC3)n2)cc1OC1CCCC1,110.9
COc1ccc(/C=C2\C=C(c3nc4ccccc4s3)N(Cc3ccccc3)C2=O)cc1,92.7
N#Cc1ccc(C(=O)C2C(C#N)C(C#N)C3c4ccccc4C=CN23)cc1 (stereo not drawn),92.3
CCCCCCCCCCCCNC(=O)N[C@H](C(=O)N[C@H]1/C=C/OCCNC(=O)/C=C/[C@H](C(C)C)NC1=O)C(C)C,93.8
COc1cc(/C=N/Nc2ncnc3c2c(C)nn3C)ccc1O,92.0
c1ccc(-c2csc(Nc3ncccn3)n2)nc1,86.8
Cc1nc(N)nc(N[C@@H](C)c2nc3cccc(NCc4ccc(C(=O)NO)cc4)c3c(=O)n2-c2ccccc2)n1,43.1
CC(=O)Nc1sc2c(c1-c1nc3ccccc3s1)CNC2,28.4
COc1ccc(C2=Nc3c/c(=C\c4c(O)[nH]c5cc(Cl)ccc45)ccc3=N2)cc1,12.4
O=C(Cn1cc(COn2nnc3ccccc32)nn1)Nc1ccc(Cl)cc1,95.1
O=c1scc(-c2ccc([N+](=O)[O-])cc2)s1,93.3
CC(=O)OCC1CCC(COC(C)=O)CC1 (stereo not drawn),85.5
Cc1cc([N+](=O)[O-])c(C)cc1I,86.7
Nc1nc(-c2ccccc2)[nH]c(=O)c1N=O,91.4
O=C([C@H]1C[C@H]1c1ccc(C(F)(F)F)cc1)N1CCN(C2CCOCC2)CC1,93.3
CCCCC(C(=O)O)C(C)CC (stereo not drawn),103.8
CC(C)Cn1cnc2c(SCc3ccccc3)nc(N)nc21,40.4
COc1ccccc1CNCCCCCCCCCCCCN1C(=O)c2ccc3c4c(ccc(c24)C1=O)C(=O)N(CCCCCCCCCCCCNCc1ccccc1OC)C3=O,85.8
Cc1c(C(N)=O)sc2ncn(CC(=O)Nc3ccc(Cl)cc3)c(=O)c12,109.5
O=C(O)c1nc(-c2ccccc2)nc2ccccc12,97.4
[2H]c1c([2H])c(C2([2H])C([2H])NC([2H])C([2H])C2[2H])c([2H])c([2H])c1-n1cc2cccc(C(N)=O)c2n1 (stereo not drawn),77.7
O=C(Cc1c[nH]c2ccccc12)N=Nc1c(O)n(Cc2ccc(F)cc2)c2ccccc12,95.0
COC(C)(C)CCC[C@H](C)C/C=C/C(C)=C/C(=O)OC(C)C,79.8
COc1cc(C2CC(c3ccc(SC)cc3)=NN2)cc(OC)c1OC (stereo not drawn),60.6
COc1ccc(NC(=O)c2cccc(-c3cc(=O)c4c(OC)c(OC)c(OC)cc4o3)c2)cc1,78.8
Cc1ccc(Nc2[nH]c(=O)nc3c2cnn3C)c(C)c1,56.6
COc1ccc(C2C(C#N)=C(N)Oc3c2ccc2ccccc32)cc1 (stereo not drawn),22.9
O=[N+]([O-])c1ccc(/C=C/CCOc2ccccc2)cc1,94.3
c1ccc2c[n+](Cc3ccc4ccccc4n3)ccc2c1,74.3
O=C(Nc1ccc(F)cc1)N1CCN(C(c2ccc(F)cc2)c2ccc(F)cc2)CC1,69.6
CCOC(=O)CSC1=C(C)C(=O)C(OC)=C(OC)C1=O,96.1
COc1ccc(Cc2cc(-c3ccccc3)nn(CC(=O)c3ccccc3)c2=O)cc1,102.8
CCOC(=O)Nc1cc2c(c(N)n1)N=C(c1ccccc1)CO2,-1.0*
N#C/C=C/c1ccccc1,66.7
